# HePTP inhibitor – inhibitors of human HePTP phosphatase | recombinant HePTP phosphatase activity, OD absorbance | inhibition, % at 20 µM | actives 0.64% (n = 110,000) | P35236; in the data active means inhibition above about 50%;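 further: plate controls were vehicle for no effect and reference inhibitor for full effect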
# BAP1 block – inhibitors of human BAP1 deubiquitinase; recombinant BAP1, Ub-AMC hydrolysis fluorescence kinetic; stronger effect = lower value; Q92560; activity remaining (% of control), % at 20 µM; AID 436; actives 0.48% (n = 72,000);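 active means activity remaining at or below 50% of control, provided the compound also passes the data quality filters; inactive means the rest, including low values that fail the filters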;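 further: 100% = DMSO wells rate and 0% = substrate alone blank rate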
# Target sequence (Q92560 whole entry, looked up): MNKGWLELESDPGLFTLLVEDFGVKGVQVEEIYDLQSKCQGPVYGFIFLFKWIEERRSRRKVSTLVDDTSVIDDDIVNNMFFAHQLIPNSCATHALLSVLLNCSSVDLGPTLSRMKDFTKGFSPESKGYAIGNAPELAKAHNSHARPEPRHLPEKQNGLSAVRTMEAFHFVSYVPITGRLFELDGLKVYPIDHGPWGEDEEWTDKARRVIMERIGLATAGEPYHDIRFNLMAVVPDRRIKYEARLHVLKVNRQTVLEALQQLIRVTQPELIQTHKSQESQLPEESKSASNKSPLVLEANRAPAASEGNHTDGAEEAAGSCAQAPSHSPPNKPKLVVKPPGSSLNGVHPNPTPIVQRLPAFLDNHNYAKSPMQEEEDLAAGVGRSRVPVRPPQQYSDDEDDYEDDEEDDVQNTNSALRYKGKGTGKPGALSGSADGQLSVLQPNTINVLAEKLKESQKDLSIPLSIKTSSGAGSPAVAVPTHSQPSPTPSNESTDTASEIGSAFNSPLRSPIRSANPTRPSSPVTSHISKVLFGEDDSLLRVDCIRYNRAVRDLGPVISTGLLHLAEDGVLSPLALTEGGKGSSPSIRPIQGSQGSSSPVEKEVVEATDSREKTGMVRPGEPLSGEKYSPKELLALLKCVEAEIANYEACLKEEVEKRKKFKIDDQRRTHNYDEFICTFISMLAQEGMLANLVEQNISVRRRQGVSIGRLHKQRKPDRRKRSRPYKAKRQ
# * hit, by the source's call; / = not tested or not shown; & = joins results of further samples.
cpd	Structure	HePTP inhibitor	BAP1 block
1	COc1ccc(-n2nnc3c(SCC(=O)NCC4CCCO4)ncnc32)cc1 (configuration not stated)	2	91
2	CC(C)(CO)NC(=O)CC12CC3CC(CC(C3)C1)C2	-17	/
3	CC1=Nn2c(nnc2-c2ccccc2F)SC1	2	100
4	O=C1CCCC(=O)C1c1cc(NS(=O)(=O)c2ccccc2)ccc1NS(=O)(=O)c1ccccc1	6	/
5	Cc1sc2ncnc(SCc3ccco3)c2c1C	3	72
6	C1=Nc2c(NCc3ccccc3)ncnc2Oc2ccccc21	-4	95
7	Cc1cc(OCC(=O)Nc2ccccc2C(N)=O)cc(C)c1Cl	3	/
8	CCOc1ccc(-n2c(SCC(=O)NCc3ccco3)nc3c(c2=O)SCC3)cc1	10	/
9	CCC(NC(=O)NC1=NCCS1)(C(F)(F)F)C(F)(F)F	3	72
10	COc1ccc2c(c1)CCC/C2=N\OC(=O)c1ccccc1F	6	/
11	CCOC(=O)C1=C(C)N=c2s/c(=C\c3ccco3)c(=O)n2C1c1cccc(OC)c1 (configuration not stated)	-7	/
12	C=CCc1cccc(/C=N/c2ncccc2O)c1O	-3&8	92
13	O=C(c1ccco1)N1CCN(S(=O)(=O)c2ccc(F)cc2)CC1	8	148
14	C=CCOc1cccc(C2/C(=C(/O)c3ccccc3)C(=O)C(=O)N2CCN2CCOCC2)c1 (configuration not stated)	6	105
15	COC(=O)C1C(=O)c2c([nH]c(C(=O)OCCSC)c2C)CC1C (configuration not stated)	0	105
16	CCOC(=O)Nc1ccc(NC(=O)c2c(OC)cccc2OC)cc1	9	84
17	CCSc1nnc(-c2ccc(S(=O)(=O)N3CCOCC3)cc2)n1CC1CCCO1 (configuration not stated)	2	94
18	CCOc1ccc(N2C(=O)CC(SC(=NCCCO)Nc3ccccc3)C2=O)cc1 (configuration not stated)	-10	/
19	O=C(CSc1nnc(-c2ccco2)n1-c1ccccc1)NCCOc1ccccc1	2	/
20	COc1nc(-c2ccccc2)ccc1-c1noc(-c2ccccc2F)n1	-6	317
21	CCC(C(=O)OC)n1cnc2c(nnn2-c2ccc(OC)cc2)c1=O (configuration not stated)	8	105
22	c1ccc2oc(NC3=NCN(CC4CCCO4)CN3)nc2c1 (configuration not stated)	-5	103
23	CCOC(=O)c1cc(-c2ccc(F)cc2)n(CC(=O)N2CCCC2)c1C	4	107
24	COc1ccc(Cl)cc1C(=O)Nc1cccc(F)c1	-9	/
25	O=C(O)COc1ccccc1/C=N/N1CCN(C(c2ccccc2)c2ccccc2)CC1	-16	/
26	Cc1ccc(-n2c(-c3ccccc3F)nc3c(cnn3-c3ccccc3)c2=O)cc1	-19	/
27	CCOC(=O)C1C(=O)C=C(/C=C/c2ccccc2)CC1c1ccc(Cl)cc1 (configuration not stated)	-1	/
28	Cc1ccc(OCC(=O)Nc2cc([N+](=O)[O-])ccc2Cl)c(Br)c1	1	/
29	O=P(O)(Oc1ccc(Cl)cc1)Oc1ccccc1F	-12	/
30	COc1cccc(NC(=O)CN(c2ccc(C)cc2)S(=O)(=O)c2ccc(SC)cc2)c1	-26	/
31	COCCNC(=O)CN(Cc1ccc2c(c1)OCO2)C(=O)CCC(=O)Nc1nccs1	6	88
32	O=C(NCc1cccs1)c1ccc2c(c1)OCCO2	0	110
33	CCn1c(SCC(=O)Nc2cc(OC)c(OC)c(OC)c2)nnc1-c1cccs1	8	109
34	COC(=O)C1CCN(c2nc3ccccc3nc2C(C#N)C(=O)OCC(C)C)CC1 (configuration not stated)	1	91
35	Nc1ccc2cn[nH]c2c1	6	70
36	CCOC(=O)c1c(-c2cc(C)ccc2C)csc1NC(=O)c1c(F)cccc1F	-3	/
37	N#Cc1cnn(-c2nc(SCc3ccccc3)nc3sc4c(c23)CCCC4)c1N	9	/
38	CCOC(=O)Cn1c(=O)c(-c2ccccc2N)nc2ccccc21	6	79
39	COCCn1c(C)cc(C(=O)CSc2nnc(-c3cccnc3)n2-c2ccccc2F)c1C	21	77
40	CCOC(=O)c1[nH]c2ccc(Br)cc2c1NC(=O)CNC	8	65
41	CC(=O)c1c(N2CCN(c3cccc(Cl)c3)CC2)nc(=S)n(-c2ccccc2)c1C	12	144
42	O=C1OC(c2ccccc2F)=N/C1=C\c1cccc(I)c1	4	/
43	CC(C)OCCCn1c(-c2ccco2)nc2nc3ccccc3nc21	-4	/
44	N#CCCN1CCN(S(=O)(=O)c2ccc(S(=O)(=O)NC3CCCCC3)cc2)CC1	9	96
45	C=CCn1c(-c2cc(OC)c(OC)c(OC)c2)n[nH]c1=S	12&7	44*
46	Cc1cccc(C(C)C)c1-n1nnnc1-c1ccccc1	0&-16	84
47	COc1ccc(-c2cc(C(F)(F)F)n3ncc(C(=O)Nc4ccc5c(c4)OCO5)c3n2)cc1OC	9	/
48	CC1=C(C(N)=O)C(c2ccccn2)n2nc(-c3ccccc3Cl)nc2N1 (configuration not stated)	3	97
49	COc1ccccc1NC(=O)c1cc2cccc(OC)c2oc1=O	0	/
50	O=c1c2cccnc2[nH]c(=S)n1CCC1=CCCCC1	10	/

# Continued.
cpd	Structure	HePTP inhibitor	BAP1 block
51	CCn1nnc(NC(=O)c2ccccc2Br)n1	10	87
52	Cc1ccc(C2c3c(oc4ccccc4c3=O)C(=O)N2c2nnc(C)s2)o1 (configuration not stated)	/	80
53	O=C1C2=C(NC3=C(C(=O)c4ccccc43)C23C(=O)Nc2ccccc23)c2ccccc21	8	/
54	CCCCNC(=O)NCC(=O)Nc1ccc(F)c(F)c1	6	117
55	CCOC(=O)C1=C(c2ccccc2)NC(=S)NC1c1ccc(OC(C)C)cc1 (configuration not stated)	-5	/
56	CCn1c(SCC(=O)c2ccc(Cl)cc2)nnc1-c1ccoc1C	8	92
57	COc1cc(C(=O)NCCc2cn3ccccc3n2)cc(OC)c1OC	-5	94
58	COc1ccc(NC(=O)CN2CCC(n3c(C)nc4cc(F)ccc43)CC2)c(OC)c1	-11	122
59	O=C(CC1NCCNC1=O)OCc1ccccc1 (configuration not stated)	4	/
60	O=C(CSc1ccccn1)Nc1ccc([N+](=O)[O-])cc1	-2	/
61	O=C(CSC1=Nc2ccccc2C2=NC(c3ccccc3)C(=O)N12)NCC1CCCO1 (configuration not stated)	14	/
62	CCOC(=O)COc1c(C)cc(Br)cc1C	7	/
63	O=C1c2cc(S(=O)(=O)Nc3ccncc3)ccc2-c2ccc(S(=O)(=O)Nc3ccncc3)cc21	14	/
64	COc1cccc(NC(=O)C2(C)CC3c4ccccc4C2c2ccccc23)c1 (configuration not stated)	7	/
65	CC(=O)N(C)c1ccc(NC(=O)c2cccc([N+](=O)[O-])c2)cc1	2	/
66	S=c1[nH]nc(-c2ccccc2Br)n1C1CCCCC1	-3	/
67	Nc1ncnc2c1ncn2[C@@H]1O[C@H](CO)[C@@H](O)[C@H]1O	7	68
68	O=C(Nc1nc(-c2ccccc2)cs1)C1CCCCN1S(=O)(=O)c1ccccc1 (configuration not stated)	-3	/
69	COc1ccc(CCNC(=O)C2CCN(Cc3nc(-c4ccc(Cl)cc4)oc3C)CC2)cc1OC	-5	72
70	COc1ccc2ccccc2c1/C=N/N1C(=O)C2C(C1=O)C1C=CC2C12CC2 (configuration not stated)	8	/
71	N#CC1=C2SCN(Cc3ccco3)CN2C(=O)CC1c1cccc2ccccc12 (configuration not stated)	-17	89
72	Cc1ccc(/C(O)=C2\C(=O)C(=O)N(c3cc(C)on3)C2c2cccc(Cl)c2)cc1 (configuration not stated)	3	78
73	COc1cc(NC(=O)CSc2nnnn2-c2ccccc2)cc(OC)c1OC	7	139
74	O=C(O)c1ccc(OC2CSC2)cc1	4	89
75	Cc1ccc2c(c1)N(CC(=O)O)C(=O)CO2	-4	102
76	O=C(Nc1ccccc1)N1CCn2c1nc1ccccc12	7	148
77	CC(=O)Nc1cccc(NC(=O)C2CCCN2C(=O)Nc2cccc(C)c2)c1 (configuration not stated)	-4	83
78	CCOC(=O)c1c(-c2ccc(OC)cc2)csc1NC(=O)C1CCCCC1C(=O)O (configuration not stated)	6	/
79	COc1ccc(NC(=O)C2CCCN2S(=O)(=O)c2ccc3c(c2)CCC(=O)N3)c(OC)c1 (configuration not stated)	-2	99
80	Cc1ccsc1/C=N/OC(=O)c1nn(C)cc1Br	-15	/
81	Cc1ccc(C)c(N2CCN(C(=O)CCS(=O)(=O)c3cccc4nonc34)CC2)c1	6	/
82	Cc1cc(C)c(C(N)=O)c(Nc2cc(Cl)ccc2Cl)n1	-16	/
83	Cc1c(Cl)cccc1N1C(=O)CC(Sc2nc3ccccc3s2)C1=O (configuration not stated)	-14	/
84	COc1ccc(C2C(C(=O)NCC3CCCO3)c3cc(OC)c(OC)cc3C(=O)N2C)cc1OC (configuration not stated)	-3	/
85	O=C(Nc1ccc(F)cc1)Nc1ccccc1C(=O)OCc1ccccc1F	4	/
86	O=C(CCc1ccc(S(=O)(=O)N2CCCCC2)cc1)c1nnc(-c2ccccc2)o1	0	/
87	CCc1ccccc1NC(=O)c1ccoc1C	4	84
88	CCOc1cc(C2C3=C(CCCC3=O)NC3=C2C(=O)CCC3)cc(Cl)c1O	-2	65
89	COc1ccccc1/C=C/C(=O)NC1CCCCC1	7	/
90	CCCCCCOc1ccc(/C=C2/C(=O)ON=C2c2ccccc2)cc1	4	/
91	COc1cccc(/C=N/NC(=O)c2cc(C)[nH]n2)c1OC	6	/
92	COc1cc(OC)nc(NC(=O)CSc2nnc(-c3ccccc3)n2C2CCCCC2)n1	1	79
93	CCCCc1c(O)nc(SCC(=O)Nc2ccc3c(c2)CCC3)[nH]c1=O	9	103
94	COc1ccc(CCNC(=O)COC(=O)c2cnc(C)cn2)cc1OC	0	/
95	CCOC(=O)N1CCN(C(=O)/C(=C/c2cccc([N+](=O)[O-])c2)NC(=O)c2ccccc2)CC1	-31	/
96	CC(=O)NC(=O)NC1OC(=O)C(Cl)=C1Cl (configuration not stated)	3	108
97	Cc1cc(C(=O)NCCN2CCN(c3cccc(Cl)c3)CC2)n(-c2ccccc2)n1	9	102
98	CCN(CC)CCn1c2ccccc2n2cc(-c3ccc(OC)c(OC)c3)nc12	9	/
99	O=c1c2ccccc2oc2nc(-c3ccco3)n(CCc3ccccc3)c(=O)c12	5	93
100	N/C(=N\OC(=O)c1ccc(F)cc1)c1ccc(Br)cc1	7	/

# The list continues.
cpd	Structure	HePTP inhibitor	BAP1 block
101	c1cncc(Nc2nc(-c3cccs3)cs2)c1	-6	102
102	CCOC(=O)C1=C(O)/C(=C\c2ccc(OCC)cc2)N=C1C	5	/
103	CC1=C(C(=O)Nc2ccc(C)cc2)C(c2ccc(Cl)cc2)n2ncnc2N1 (configuration not stated)	/	162
104	CCc1ccc(NC2=C(Cl)C(=O)N(c3cccc(Cl)c3)C2=O)cc1	8	/
105	COC(=O)COc1ccc(/C=C2\C(=O)NC(=O)N(c3ccc(Br)cc3)C2=O)cc1OC	7	/
106	CCC(=O)N/C(=N/c1nc(C)cc(C)n1)Nc1cccc(OC)c1	10	/
107	Cc1cc(N2CCN(S(=O)(=O)c3ccccc3)CC2)c2ccccc2n1	3	85
108	C(=Nc1c(-c2ccccc2)nc2n1CCS2)c1ccccc1	/	57
109	COC(=O)COc1cccc(NC(=O)c2cccs2)c1	5	70
110	COc1cc(OC)cc(C(=O)N2CCN(C(=O)COc3ccc(Cl)cc3)CC2)c1	8	/
111	CCc1ccc2c(c1)C(O)(CC(=O)c1ccc(Br)cc1)C(=O)N2 (configuration not stated)	-4	/
112	CC1=C(C(=O)OCC2CCCO2)C(c2cccc(O)c2)NC(=O)N1 (configuration not stated)	8&-15	98
113	C=Cc1ccc(N=Cc2c(O)ccc3ccccc23)cc1	/	69
114	Cc1cc(NC(=O)c2ccc(-c3ccccc3)cc2)ccc1NC(=O)c1ccco1	-2	/
115	CCOc1ccc(NC(=O)CN(c2ccc(Br)cc2)S(C)(=O)=O)cc1	7	/
116	Cn1c(=O)c2cnc(N3CCOCC3)nc2n(C)c1=O	4	110
117	Cc1ccc(C(=O)Nc2c(C)cc(C)cc2C)cc1	8	/
118	O=C(Nc1sc2c(c1C(=O)O)CCCCC2)c1cccs1	5	/
119	CCC(=O)c1ccc(OCC(O)COc2ccc(C(=O)CC)cc2OC)c(OC)c1	-16	/
120	NC(=O)c1ccccc1NC(=O)c1ccccc1[N+](=O)[O-]	4	/
121	CC1Cn2c(nnc2C23CC4CC(CC(C4)C2)C3)S1 (configuration not stated)	7	132

# Bioassay records as filed in PubChem BioAssay.

# The order is random. Share with any hit: about 0.91%.
